SKN-1 block – suppressors of acrylamide-induced Pgst-4::GFP reporter in worms, primary screen, SKN-1 inhibitor project, whole organism, uHTS, GFP/RFP fluorescence ratio, strain VP596 | C. elegans VP596 Pgst-4::GFP/RFP ratio, 24 h | inhibition, % at 21.8 µM | hit rate 0.49% among 360,000;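 active means interference check ratio from 0.5 to 1.5 plus GFP to RFP signal ratio inhibition reaching or exceeding a fixed threshold, cut at about 30% in these data, passing the limit was not always enough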; further: some compounds called inactive have numbers as strong as hits
Rin1 Abl inh – inhibitors of Rin1-Abl protein binding, primary screen, biochemical, TR-FRET; hit rate 0.4% among 360,000; inhibition, % at 7.35 µM; Tyrosine-protein kinase ABL1 (Homo sapiens) + Ras and Rab interactor 1 (Homo sapiens), …; in the data active means inhibition above about 5%, passing the limit was not always enough
eLon inh – inhibitors of E. coli Lon protease, primary screen, biochemical, fluorescence polarization; AID 602123, 2011; hit rate 0.42% among 360,000; inhibition, % at 7.94 µM; purified E. coli Lon protease; P0A9M0; in the data active means inhibition above about 13%, passing the limit was not always enough;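 further: 0% = enzyme with probe and DMSO and 100% = no enzyme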
Target sequence (P0A9M0 whole entry, looked up): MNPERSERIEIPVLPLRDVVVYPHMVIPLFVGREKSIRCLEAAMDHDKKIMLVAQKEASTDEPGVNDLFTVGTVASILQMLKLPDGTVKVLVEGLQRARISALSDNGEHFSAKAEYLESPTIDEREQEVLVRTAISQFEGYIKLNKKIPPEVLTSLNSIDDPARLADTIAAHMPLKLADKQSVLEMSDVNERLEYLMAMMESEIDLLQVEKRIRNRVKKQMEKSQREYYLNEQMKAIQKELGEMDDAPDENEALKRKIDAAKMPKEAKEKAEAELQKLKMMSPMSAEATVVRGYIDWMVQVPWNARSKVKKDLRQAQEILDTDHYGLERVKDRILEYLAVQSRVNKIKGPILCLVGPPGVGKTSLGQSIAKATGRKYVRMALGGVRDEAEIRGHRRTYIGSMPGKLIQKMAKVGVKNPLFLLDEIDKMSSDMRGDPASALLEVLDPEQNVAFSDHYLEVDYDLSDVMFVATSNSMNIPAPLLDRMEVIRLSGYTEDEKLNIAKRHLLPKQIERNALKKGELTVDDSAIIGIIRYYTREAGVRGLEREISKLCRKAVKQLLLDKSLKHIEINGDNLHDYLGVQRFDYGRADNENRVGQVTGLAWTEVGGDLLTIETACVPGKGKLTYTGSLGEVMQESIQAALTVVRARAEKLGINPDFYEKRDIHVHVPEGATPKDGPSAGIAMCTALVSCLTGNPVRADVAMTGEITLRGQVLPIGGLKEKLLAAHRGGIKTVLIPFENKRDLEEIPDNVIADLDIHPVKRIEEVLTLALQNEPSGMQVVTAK
Neddyl block – inhibitors of cullin neddylation, primary screen, biochemical, TR-FRET, uHTS, NAE and Ubc12; AID 651699, 2012; hit rate 0.58% among 360,000; NEDD8-conjugating enzyme Ubc12 (Homo sapiens) + NEDD8-activating enzyme E1 regulatory …; calls only at 25 µM; in the data active means inhibition above about 36%
PABP1 MLLE inh – inhibitors of PABP1 MLLE–PAM2 peptide binding, primary screen, biochemical, fluorescence polarization, FITC-PAM2, GST-MLLE; Polyadenylate-binding protein 1 (Homo sapiens), P11940; hit rate 0.36% among 360,000; inhibition, % at 20 µM; in the data active means inhibition above about 35%, passing the limit was not always enough;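 further: plate controls were DMSO wells with GST-MLLE for no effect and wells lacking GST-MLLE protein for full effect; some results filed as inactive read as strong as hits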
bovine MsrA act – bovine MsrA enzyme activators, primary screen, biochemical, absorbance, HTS; purified bovine MsrA, absorbance read-out; Methionine sulfoxide reductase A (Bos taurus); hit rate 0.3% among 360,000; activation, % at 10.6 µM; in the data active means activation above about 7.5%;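 further: 0% = vehicle and 100% = reference activator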
MT1-MMP act inh – blockers of MT1-MMP proenzyme processing, primary screen, HT1080 RFP-PRO-GFP cells, GFP/RFP fluorescence | Matrix metalloproteinase-14 (Homo sapiens), P50281 | GFP/RFP ratio fluorescence, overnight; percent of plate control window, DMSO zero | GFP/RFP ratio change, % at 20 µM | hit rate 0.061% among 360,000;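 active means GFP/RFP ratio change of at least 30% with cell ATP level not reduced by more than half and red fluorescence within 50% of control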; further: strong numbers were not always called active
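Material – HT1080 RFP-PRO-GFP cells · Control set – DMSO wells and RFP-L50D-GFP cells · Incubation – overnight cell settling, then overnight compound exposure, 37 °C, 5% CO2 · Compound dosing – single-point 20 µM compound, 1% DMSO · Read-out – GFP/RFP fluorescence ratio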
NRP1-CendR mod – modulators of CendR peptide binding to NRP-1, primary screen, biochemical, fluorescence polarization, uHTS; Neuropilin-1 (Homo sapiens), O14786; FAM-RPARPAR peptide binding to NRP-1; inhibition, % at 25 µM; hit rate 0.85% among 360,000; AID 602438, 2012;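 active means inhibition or corrected inhibition above about 18%, plus a signal ratio from 0.5 to 1.5, limit read from the data, passing the limit was not always enough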; further: strong numbers were not always called active
FAS-TE inh – FAS thioesterase domain inhibitors, primary screen, biochemical, fluorescence intensity, uHTS; Fatty acid synthase (Homo sapiens), P49327; recombinant FAS-TE, OMFH fluorogenic substrate, fluorescence endpoint; inhibition, % at 15 µM; hit rate 0.67% among 360,000; AID 602261, 2012;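 active means compounds whose normalised, plate-corrected inhibition of enzyme fluorescence in the single-dose primary screen is 50% or more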;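 further: 0% = DMSO with enzyme and 100% = substrate without enzyme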
* = called active by the depositor; i = inactive; / = not tested or not shown; + = active, no number. Compounds were not picked by outcome; overall some 4% were active at least once.

SMILES	SKN-1 block	Rin1 Abl inh	eLon inh	Neddyl block	PABP1 MLLE inh	bovine MsrA act	MT1-MMP act inh	NRP1-CendR mod	FAS-TE inh
C[C@H](NC(=O)C1CCN(S(=O)(=O)c2ccccc2)CC1)C(=O)NC1CC1	2	0	-1	i	0	-9	-2	-14	-10
Cc1ccc(-n2nc(C)c3c2NC2=C(C(=O)CC(C)(C)C2)C3c2ccccc2OCC(=O)O)cc1 (configuration not stated)	-14	-1	9	/	9	-3	6	5	-2
C(=NN=Cc1c[nH]c2ccccc12)c1c[nH]c2ccccc12	30	-1	-14	i	13	-1	2	-3	11
Cc1nc(N)nc(N(C)c2ccccc2)c1Br	-6	0	-10	i	1	-1	5	0	-5
CCN(CC)C(=O)CSc1nnc(-c2cnccn2)n1-c1ccccc1	-4	-2	8	i	-2	5	8	-9	-2
O=C(NCc1ccc(Cl)s1)C1CCC(=O)N(CCc2ccccn2)C1 (configuration not stated)	23	2	12	i	3	-2	-3	-82	-6
OC1CCN(c2c3c(nc4cc(-c5ccc(F)cc5)nn24)CCC3)CC1	0	5	-9	+	-21	1	-1	-12	0
CCC(Sc1nc2cc3c(cc2c(=O)n1Cc1ccco1)OCO3)C(=O)Nc1cccc(OC)c1 (configuration not stated)	-2	-5	6	i	10	-4	-3	2	-2
CC(=O)c1cccc(CN2CCCC(N3CCN(c4ccccc4F)CC3)C2)c1 (configuration not stated)	0	0	-10	i	-3	0	-7	3	-2
O=C(CCC(=O)OCC(=O)c1ccc(Cl)cc1Cl)Nc1cccc2cccnc12	-2	0	-1	i	14	-5	2	-4	7
CCOc1cc(/C=N/NC(=O)c2cc(-c3ccccc3)nc3ccccc23)ccc1O	20	6	3	i	6	-3	5	0	12
Cc1cccc(S(=O)Cc2ccc(C(=O)N3CCN(C(=O)c4ccco4)CC3)o2)c1 (configuration not stated)	8	-3	8	i	1	2	-6	-4	-5
C[C@@H]1Cn2cnc(C(=O)Nc3cccc(Cl)c3)c2C(=O)N1	5	0	2	i	8	-1	-16	-5	-5
CCc1ccc(OCC(=O)NNC(=O)C2CCN(c3ncnc4sc(C)c(C)c34)CC2)cc1	0	1	6	i	-9	-1	-4	-5	9
CCOCC(=O)Nc1nnc(SCCOC)s1	-23	0	-9	i	-8	2	1	4	-3
CCCCN(C=O)c1c(CC)nc2ccc(C(=O)NCCN(C)C)cn12	-19	-2	-8	i	-6	5	3	-7	-6
Cc1ccc(NC2CCCN(C(=O)CCc3ccncc3)C2)cc1C (configuration not stated)	-1	-3	-3	i	5	-2	-2	8	-6
COc1cc2c(cc1OC)C(C)N(S(=O)(=O)c1cn(C)c(C)n1)CC2 (configuration not stated)	10	-1	2	i	-15	-3	-1	4	-6
COc1ccc(S(=O)(=O)N(C)c2ccc(C(=O)Nc3ccccc3C(=O)N3CCOCC3)cc2)cc1OC	1	2	-6	i	-3	0	0	16	-1
O=C(CN1C(=O)c2ccccc2C1=O)NNC1=NS(=O)(=O)c2ccccc21	2	0	-2	i	11	-4	8	0	-8
O=C(NCc1ccccc1Cl)[C@H]1CCCN1C(=O)[C@H]1CCCN1C(=O)c1ccccc1	15	/	-6	i	/	0	5	3	-8
C[C@H](CO)N1C[C@H](C)[C@@H](CN(C)Cc2ccc3cccnc3c2)OCc2cnnn2CCCC1=O	14	1	12	i	10	1	3	-6	-5
COc1cc2c(cc1NC(=O)CSc1ccc(Cl)cc1)oc1ccccc12	10	1	-4	i	11	-4	2	-2	20
CCOC(=O)C1=NN(C(C)=O)C2C(=O)N(CC)C(=O)C12 (configuration not stated)	4	-4	2	i	-5	3	1	-19	-5
COc1ccc(C(=O)NNC(=O)COC(=O)c2sccc2C)cc1	9	5	-2	i	-10	-4	0	0	-8
Cc1ccc(Nc2nnc(C(C)(C)C)c(=O)n2N)cc1	4	1	-7	i	1	-3	-1	-15	10
O=C1/C(=C/c2cccc(Cl)c2)SC(=S)N1CCC(=O)N1CCCCC1CCO (configuration not stated)	17	0	-6	i	13	-4	0	-12	12
Cc1cc(NC(=O)c2ccc3c(c2)C(=O)N(CCC(C)C)C3=O)no1	14	-2	3	i	-4	-2	-5	-4	-10
CC(=O)c1c(C)nn(CC(O)COc2ccc3ccccc3c2)c1C (configuration not stated)	12	-2	-6	i	9	-3	3	-10	5
CCOc1ccc(NC(=O)CNC(=O)c2cccs2)cc1	-13	-2	-2	i	3	-6	-3	25	-7
CCOc1ccc(NC(=O)c2cccc(NC(C)=O)c2)cc1S(=O)(=O)N1CCCC1	2	2	-8	i	-26	-4	3	2	-4
CCC(=O)Nc1ccc(NC(=S)NC(=O)c2oc3ccccc3c2C)cc1	7	1	4	i	21	0	2	0	-6
O=C(CSc1nnc(NC(=O)c2c(F)cccc2Cl)s1)Nc1ccccc1F	6	0	-17	i	16	-2	-2	-8	-6
CCN(CC)c1ccc(-c2nnc(SCC(=O)N(CCOC)c3c(N)n(CC(C)C)c(=O)[nH]c3=O)o2)cc1	5	-3	2	i	-123	-6	-5	-4	1
CN1CCN(c2ccccc2NC(=O)c2cc3ccccc3o2)CC1	21	0	-3	i	1	-1	-2	-5	-3
CCC1CCCCN1Cc1nc2c(c(=O)n(C)c(=O)n2C)n1CCCc1ccccc1 (configuration not stated)	0	0	-5	i	2	-7	0	5	22
CCCCN(CC)C(=O)CN(C)S(=O)(=O)c1cccc2nsnc12	-7	-1	-10	i	9	-7	1	6	-6
COc1ccc(-c2nc(N3CCCC3)[nH]c(=O)c2C#N)cc1	14	1	-11	i	-4	-3	-2	5	-10
COc1ccccc1-c1noc(-c2cc(OC)c(OC)c(OC)c2)n1	16	0	0	i	15	-1	17	-3	6
O=C(CNCCC1=CCCCC1)Nc1ccc(N2CCCCCC2)cc1	30	-1	1	i	-4	-5	-51	10	9
O=C(O)c1ccc(Cl)c(S(=O)(=O)N(Cc2ccccc2)c2ccccc2Cl)c1	4	1	-1	i	-4	-3	-2	-3	-2
CCC(C)NC(=O)C(=O)NCc1ccncc1 (configuration not stated)	2	0	3	i	-1	-2	-2	-7	-4
ONC=Nc1cccc2nonc12	23	-2	-7	i	1	-1	-6	-5	-6
CN(Cc1ccccc1)C(=O)COC(=O)c1ccc(Cl)c(N)c1	-2	-2	7	i	-4	-7	0	0	-6
O=C(NC(=S)Nc1ccc(N2CCOCC2)c(Cl)c1)c1sc2ccccc2c1Cl	-2	-8	5	i	27	-3	6	-8	1
COc1ccc2c(c1)NC(=O)CC(c1ccccc1)=N2	0	-5	11	i	12	-1	-1	-18	-4
CC1CCCCC1NC(=O)CN(C)S(=O)(=O)c1cccc2nsnc12 (configuration not stated)	-15	-1	-4	i	6	-4	1	-18	-6
COCCn1c(N)c(N(Cc2ccccc2)C(=O)Cc2ccccc2F)c(=O)[nH]c1=O	1	2	-7	i	4	-3	6	4	-3

Whole records, looked up by structure:
COc1ccc(C(=O)NNC(=O)COC(=O)c2sccc2C)cc1 is entered as SKN-1 block = 9; Rin1 Abl inh = 5; eLon inh = -2; Neddyl block = i; PABP1 MLLE inh = -10; bovine MsrA act = -4; MT1-MMP act inh = 0; NRP1-CendR mod = 0; FAS-TE inh = -8
COc1ccc(-c2nc(N3CCCC3)[nH]c(=O)c2C#N)cc1 is entered as SKN-1 block = 14; Rin1 Abl inh = 1; eLon inh = -11; Neddyl block = i; PABP1 MLLE inh = -4; bovine MsrA act = -3; MT1-MMP act inh = -2; NRP1-CendR mod = 5; FAS-TE inh = -10

Later entries:
SMILES	SKN-1 block	Rin1 Abl inh	eLon inh	Neddyl block	PABP1 MLLE inh	bovine MsrA act	MT1-MMP act inh	NRP1-CendR mod	FAS-TE inh
O=c1oc2ccccc2c(Nc2cccc(O)c2)c1[N+](=O)[O-]	-7	-2	2	i	0	0	-6	-24	-3
COc1ccc(C(=O)Sc2ccc(Cl)cc2)cc1OC	26	1	-7	i	26	-8	-18	-1	17
CCCCC1(C(=O)OCC)CC(CN2CCOCC2)OC1=O (configuration not stated)	16	-2	-5	i	-7	-1	-9	4	-12
Cc1ccc(C(=O)N2CCN(c3ccc(C(F)(F)F)cn3)CC2)o1	8	4	1	i	16	-4	7	4	1
Cc1ccc(C(CNS(=O)(=O)c2cc(F)ccc2F)N2CCN(C)CC2)cc1 (configuration not stated)	6	-3	-1	i	4	-1	1	-14	-9
O=c1[nH]c(C2CCCN(S(=O)(=O)Cc3ccccc3)C2)nc2c1nnn2Cc1cccc(Cl)c1 (configuration not stated)	-5	2	-4	i	12	-1	-2	12	-2
Cc1cccc(-n2ccnc2SCC(=O)O)c1C	0	2	-2	i	-7	-6	-2	7	-1
COC(=O)CC1=NN(c2ccccc2)C(=O)/C1=C\c1ccc(OC)cc1	-1	2	-23	i	35	-3	-4	5	-6
Cc1cccn2c(=O)nc(SCC(=O)Nc3ccc4c(c3)OCCO4)nc12	-16	3	-1	i	15	-12	-3	3	-1
Cc1csc(CN(C)C(=O)CC2C(=O)NCCN2Cc2ccc(-c3ccccc3)cc2)n1 (configuration not stated)	2	-3	7	i	2	-1	-6	6	-2
O=C(O)c1cc(N2CCOCC2)nc2ccccc12	-8	1	6	/	6	-4	-8	-17	-3
COc1cc(/C=C2\C(=N)N3N=C(S(C)(=O)=O)SC3=NC2=O)ccc1OCCOc1ccccc1C	11	-2	-9	i	-3	-2	1	-45	13
CC(C)(C)CC(=O)N1CCC(c2nc3c(nnn3Cc3c(F)cccc3Cl)c(=O)[nH]2)CC1	-16	4	-8	i	-1	-12	1	-4	-9
O=C(CSc1ccc(-c2ccco2)nn1)Nc1ccccc1	4	-5	0	i	20	-11	7	-1	-7
COc1ccc2nc(NC(=O)c3sc4nc(C)cc(C)c4c3N)sc2c1	9	-1	-2	/	15	0	4	-18	-2
COc1ccc(CCNC(=O)c2c(C)nc3ccccn23)cc1	14	-5	5	i	11	-3	2	6	-4
Cc1cc(C(=O)OCC(=O)NCCc2ccccc2)c(C)o1	8	3	-7	i	-12	-8	-4	7	-4
Cc1ccc(-c2cc(C(=O)OCC(=O)N(C)c3c(N)n(Cc4ccccc4)c(=O)[nH]c3=O)c3ccccc3n2)o1	19	-2	-5	i	16	-2	-6	-6	-8
COc1ccccc1-n1c(N)c(C(=O)NCC2CCCO2)c2nc3ccccc3nc21 (configuration not stated)	18	-1	-7	/	-3	0	4	4	-3
CCOc1cc(CNn2nnnc2N)ccc1OCC(=O)NC(C)(C)C	-1	-1	-2	i	9	-10	-6	-2	-8
O=C(/C=C/c1cccs1)Nc1nc(-c2ccccc2)cs1	13	4	4	i	5	-6	-25	-5	22
Cc1ccc(S(=O)(=O)N2CCCCC2C(=O)N2CCN(C)CC2)cc1 (configuration not stated)	-6	3	6	i	36	-5	-2	10	-3
CN(C)CCCNC(=O)C[C@H]1C[C@H](C(=O)N2CCOCC2)[C@@]2(C)c3[nH]c4ccc(Cl)cc4c3CCN2C1=O	4	-6	-2	i	11	-1	2	-4	-9
CCOc1ccc(-c2cc(CCCC(=O)NCCc3ccccc3)no2)cc1	10	-1	2	i	0	-2	3	14	-2

High-throughput results from PubChem.
